All columns: NCI-60 one-dose screen, growth in % after 48 h at 10 µM unless noted; 100 = growth as untreated, 0 = no growth, -100 = all killed.
EKVX – EKVX NSCLC | hit rate 3% among 71,000 | AID 1794765
MOLT-4 – MOLT-4 leukemia cells; hit rate 6.9% among 80,000; AID 1794779
RPMI-8226 – RPMI-8226 leukemia cells; hit rate 7.5% among 77,000
HOP-62 – HOP-62 NSCLC. hit rate 3.9% among 80,000
SR – SR leukemia cells | hit rate 8.7% among 73,000
CCRF-CEM – CCRF-CEM leukemia; hit rate 7% among 77,000
A549/ATCC – A549/ATCC NSCLC | hit rate 3.7% among 81,000 | AID 1794740
HOP-92 – HOP-92 NSCLC cells. hit rate 6.3% among 71,000. AID 1794738
* = called active by the depositor; nt = no result given; & = joins results of further samples. How the source made its calls: active means growth percent below 10; inactive means the rest.

compound	SR	RPMI-8226	CCRF-CEM	EKVX	HOP-92	A549/ATCC	HOP-62	MOLT-4
O=C1c2c(c3c4cccnc4[nH]c3c3ccc4ccccc4c23)C(=O)N1CCN1CCCCC1	15	70	18	78	70	47	37	6.8*
CCOC(=O)/C(C#N)=C/Nc1ccc(Cl)nc1Cl	100	94	93	90	82	77	95	99
CCC(=O)OC1=C(C)SC2=NC(c3ccc(Cl)cc3)=CC(c3cc(OC)c(OC)c(OC)c3)N21 (stereo not given)	nt	67	88	nt	81	93	95	82
Cc1ccc(S(=O)(=O)Nc2ccc3ccccc3c2)cc1	89	88	88	83	67	94	85	95
O=C(CSc1nc2sc3c(c2c(=O)n1-c1ccc(Cl)cc1)CCCC3)N/N=C/c1ccc(Br)cc1	64	101	85	104	102	84	105	90
Clc1ncnc2c1ncn2C1CCCCO1 (stereo not given)	nt	85	nt	100	81	106	96	nt
COc1ccc2[nH]c(O)c(N=NC(=O)c3ccc(S(N)(=O)=O)cc3)c2c1	96	103	97	101	106	104	108	103
Cn1c(=O)[nH]c(=O)c2nc3cc(-c4ccccc4)oc3nc21	111	112	110	112	91	101	109	105

Some of the entries so far, with two lines to a compound:
Screens in order – SR, RPMI-8226, CCRF-CEM, EKVX, HOP-92, A549/ATCC, HOP-62, MOLT-4
- COc1ccc2[nH]c(O)c(N=NC(=O)c3ccc(S(N)(=O)=O)cc3)c2c1
→ 96, 103, 97, 101, 106, 104, 108, 103
- Cn1c(=O)[nH]c(=O)c2nc3cc(-c4ccccc4)oc3nc21
→ 111, 112, 110, 112, 91, 101, 109, 105
- O=C1c2c(c3c4cccnc4[nH]c3c3ccc4ccccc4c23)C(=O)N1CCN1CCCCC1
→ 15, 70, 18, 78, 70, 47, 37, 6.8*

The listing continues:
compound	SR	RPMI-8226	CCRF-CEM	EKVX	HOP-92	A549/ATCC	HOP-62	MOLT-4
C#Cc1nc(C(=O)NCCCCCCC(=O)NO)cs1	0.2*	-10*	-41*	53	-75*	10	17	-26*
O=C(C[n+]1ccc(-c2ccccn2)cc1)c1ccc(O)c(O)c1	105	nt	94	104	106	114	105	108
O=C1c2cc(Cl)ccc2-c2c(O)cc(Cl)cc21	39	47	nt	72	53	105	90	47
Cn1cc(-c2noc(-c3cn(C)c4ncc(F)cc34)n2)c2ccccc21	69	78	78	34	62	38	36	77
CCCCCN(CCCCC)C(C)=O	nt	108	116	94	98	102	111	107
c1ccc(Cc2nnc3sc(-c4csc5c4CCCC5)nn23)cc1	90	96	102	99	79	98	113	89
CS(=O)(=O)C1=CN(CCO)C(=O)N2CCN=C12	106	103	105	107	87	98	101	96
CCn1cc(CNc2cc3cc(OC)c(OC)cc3c(C)n2)c(C)n1	91	100	102	114	98	92	87	92
CCN(CC)CCN(C(=O)C1c2ccccc2Oc2ccccc21)c1ccccc1	106	105	106	88	69	99	91	109
COc1cc(O)c(C(=O)CC(=O)c2ccncc2)c(OC)c1	103	108	104	89	108	103	99	108
COC(=O)c1c2c(c(C)[n+]([O-])c1C)C(=O)C=C(NCc1ccc(F)c(Cl)c1)C2=O	-1.2*	-33*	-2.7*	-63*	-43*	-47*	-52*	-36*
CC(Cc1cccc2ccccc12)C(C)(C(=O)Oc1ccccc1)C(=O)Oc1ccccc1 (stereo not given)	76	76	92	86	88	89	90	70
Cc1ccc(-c2cc(C(=O)N3N=C(c4ccc(N)cc4)CC3c3cc(-c4ccccc4)nn3-c3ccccc3)c3ccccc3n2)cc1 (stereo not given)	39	57	94	95	74	87	92	70
O=CNc1ncccn1	103	99	94	nt	76	102	105	102
O=C1C(Cl)OC(c2ccccc2)=NN1c1ccccc1 (stereo not given)	86	96	52	nt	nt	86	80	70
COc1ccc(N=Nc2c(N)nn3c(N)c(C#N)c(-c4ccc(C)cc4)nc23)cc1	45	3.4*	8.7*	36	19	43	64	5.8*
C=C1C(=O)O[C@H]2[C@H]1CC/C(COC(=O)n1ccnc1)=C\CC[C@@]1(C)O[C@@H]21	77	85	74	81	94	93	93	83
O=C(OCC(O)C(O)C(O)COC(=O)c1ccccc1)c1ccccc1 (stereo not given)	86	124	121	101	102	103	112	102
COc1cc(-c2ccc(-c3ccc(C(=N)N)nc3)s2)cc(OC)c1OC	6.3*	nt	11	90	49	61	68	24
CCOc1cccnc1/C=N/NC(N)=S	6.4*	50	17	nt	47	48	65	7.1*
Cc1nc(N)nc(SCc2ccc([N+](=O)[O-])cc2)c1Br	112	94	100	99	nt	83	105	117
O=C1OC(c2nc3ccccc3s2)=C/C1=C\c1cccc([N+](=O)[O-])c1	13	25	82	93	91	96	95	97
O=c1oc2c(c(C(F)(F)F)nn2-c2ccccc2)c2ccccc12	117	111	124	109	nt	105	114	112
Oc1[nH]c2ccccc2c1Nn1c(N=N/C=c2/ccc3c(c2)C=NN=3)n[nH]c1=S	84	91	nt	64	77	100	76	103
Cc1ccc(N)cc1S(=O)(=O)O	90&90	102&103	109&61	105&109	93	102&108	112&104	94&94
CCOP(=O)(OCC)OC[C@]12CCC(C)(C)C=C1[C@H]1CC[C@@H]3[C@@]4(C)CC[C@H](OP(=O)(OCC)OCC)C(C)(C)[C@@H]4CC[C@@]3(C)[C@]1(C)CC2	-27*	-43*	-23*	-10*	-65*	-45*	-38*	-20*
Cc1ccnc(Nc2ccc([N+](=O)[O-])c(NCCN3CCOCC3)n2)c1	10.0*	26	7.5*	96	138	20	41	12
COc1ccc(C2(O)CCCCC2)cc1	nt	96	96	105	73	101	102	97
CS(=O)c1nc2nnc([N+](=O)[O-])c(=O)n2[nH]1 (stereo not given)	100	100	101	102	94	96	94	112
CCOC(=O)C(Cl)(C(=O)OCC)C(=O)OCC	104	97	nt	nt	81	110	111	109
COc1cc(C(=O)c2cc(C(=O)Nc3cccc4cccnc34)c3cc(-c4ccncc4)ccn23)cc(OC)c1OC	126	103	116	102	116	104	95	112
CC(C1=C(CCN(C)C)Cc2ccccc21)c1ccccn1 (stereo not given)	49	77	90	116	84	101	97	91
Cc1ccc(C2=CCCc3ccccc32)cc1	79	96	98	81	64	87	74	73
O=C(Nc1ccc(C(=O)CSc2nc3ccccc3[nH]2)cc1)Nc1ccc([N+](=O)[O-])cc1	69	79	68	106	96	90	98	67
O=C(O)c1cc2oc3ccccc3c2cc1O	86	nt	nt	90	nt	101	84	102
CCCCC(CC)COc1ccc(-c2nc(-c3ccc(OC)cc3)nc(-c3ccc(OCC(CC)CCCC)cc3O)n2)c(O)c1 (stereo not given)	98	115	108	103	128	103	nt	97
CCOc1cccc(Cl)n1	108	104	98	nt	109	103	110	109
CCCCCCCCn1ccc2cc(NC(=O)Cn3cc(CN4CCOCC4)nn3)ccc21	88	95	-32*	88	70	98	113	36
COc1cc(-c2nc(N3CCN(C)CC3)c3ccccc3n2)cc(OC)c1OC	49	71	99	67	44	73	47	nt
COC(=O)[C@]12CC[C@@H](C(=O)/C=C/c3cccnc3)[C@@H]1[C@H]1CC[C@@H]3[C@@]4(C)CCC(=O)NC(C)(C)[C@@H]4CC[C@@]3(C)[C@]1(C)CC2	nt	86	92	94	nt	92	92	nt
COc1cc(/C=C2/SC(=O)N(c3nc(N4CCCC4)nc(N4CCCC4)n3)C2=O)cc(OC)c1OC	nt	74	90	69	45	86	86	94
O=[N+]([O-])c1cc(I)c(Br)c(I)c1	42	94	63	86	79	76	93	59
CCN(CC)CCCNc1nc2ccccc2s1	104	105	102	132	92	96	102	88
CCOC(=O)c1c2c(cn1Cc1ccc(OC)c(N)c1)-c1oncc1CC2	28	98	88	81	74	80	nt	85
COC(=O)c1cc2c(/C=C3/NC(=S)NC3=O)coc2n1C	78	76	85	93	-39*	104	89	100
CCc1ccc(Cc2cnc(N3C(=N)SCC3=O)s2)cc1	112	103	96	102	108	104	101	102
COC(=O)c1cccc2c1c(/C=C1\NC(=S)NC1=O)cn2C	85	94	65	92	46	101	80	67
O=[N+]([O-])c1c(O)c(Cl)cc(Cl)c1Cl (tested in a mixture with another compound)	93	nt	100	121	105	104	106	98
Cc1c(C(N)=O)sc2nc(SCc3nnc(-c4ccccc4)o3)n(Cc3ccccc3)c(=O)c12	94	91	91	nt	92	106	91	91
O=c1c2cc(F)cc(Cl)c2sc2c(NCCCNCCO)nc3ccccc3c12	-6.8*	nt	16	88	66	84	90	61
CS(=O)(=O)Oc1ccc(-c2ccc3sccc3c2)cc1	110	113	120	31	118	104	113	102
CCCCCCCCCC1OCC(C)(CCC)CO1 (stereo not given)	96	94	77	108	107	90	97	82
COc1ccc(-c2nc(-c3cc(OC)c(OC)c(OC)c3)no2)cc1	102	nt	93	97	120	91	102	99
CCOc1c(C#N)c(Nc2ccc(S(N)(=O)=O)cc2)c(C#N)c(=O)n1CC(=O)c1ccccc1	91	94	88	99	113	103	119	87
O=C1CC(c2ccc(I)cc2)OC2C=Cc3ccccc3C12 (stereo not given)	89	87	94	83	101	102	99	96
COc1ccc(-c2nn(-c3cccc(Cl)c3)cc2/C=C2\C(=N)N(c3ccccc3)N=C2N)cc1	18	47	12	49	96	37	66	6.3*

New compounds follow
compound	SR	RPMI-8226	CCRF-CEM	EKVX	HOP-92	A549/ATCC	HOP-62	MOLT-4
COc1ccc(-c2nc3sccn3c2/C=C/C(=O)c2cc(OC)c(OC)c(OC)c2)cc1	55	-39*	nt	60	-1.8*	60	79	30
O=C(O)c1ccc(-n2cc(CNc3ccc(F)c(Cl)c3)c(-c3ccccc3)n2)cc1	93	72	88	95	102	72	83	67
COc1cccc(N2CCN(CC(=O)N3CCN(c4nnc(-c5ccc(Cl)cc5)c(-c5ccc(Cl)cc5)n4)CC3)CC2)c1	nt	-37*	43	57	12	-1.6*	96	28
Nc1nc(N)nc(-c2cscn2)n1	123	107	114	100	98	106	105	118
COc1ccc(-c2cc(-c3cccnc3)nc(S(=O)(=O)CC(=O)Nc3ccc(C)cc3)c2C#N)cc1OC	77	80	100	nt	76	93	97	75
COc1ccc2c(c1)c(-c1nc(-c3cn(C)c4ncccc34)cs1)cn2CCO	58	51	43	67	70	80	81	58
CS(=O)(=O)O[C@@H]1CO[C@H]2[C@@H]1OC[C@H]2OS(C)(=O)=O	105	100	96	114	91	99	106	105
O=C(NC(C(=O)O)c1ccccc1)c1cccc(NCc2ccc(-c3noc(=O)[nH]3)cc2)c1 (stereo not given)	99	nt	107	98	74	103	104	110
Cc1cc(C)cc(NNc2cc(Br)cc(Br)c2)c1	90	101	110	90	104	80	103	87
COc1cnc2c(c1)C(=O)c1c-2n(CCCN2CCN(C)CC2)c(=O)c2cc([N+](=O)[O-])ccc12	-24*	-42*	-27*	-44*	-58*	-79*	-61*	-23*
COc1ccc(C(=O)c2c(C)oc3ccccc3c2=O)cc1	nt	138	129	103	nt	98	104	139
COC(=O)c1ccc(CSc2nnc(-c3c(C)nc4ccc(Br)cn34)o2)cc1	nt	nt	94	96	105	100	96	109
COc1ccc(Cn2nc(-c3ccccc3)c3c2CCc2cnoc2-3)cc1OC	72	nt	78	75	71	81	85	70
NS(=O)(=O)c1ccc(NCC(=O)N=Nc2c(O)n(CC(=O)Nc3ccc(Br)cc3)c3ccccc23)cc1	104	106	98	96	115	108	62	99
Cc1c(C(=O)NCCc2ccc(N(C)C)cc2)nn(-c2ccc(Cl)cc2)c1-c1ccc(Cl)cc1	nt	51	70	69	71	70	97	nt
O=c1[nH]c2cc(Cl)c(Cl)cc2n2cc3ncccc3c12	27	76	52	82	87	91	81	59
N#Cc1cnc(-n2cc(C#N)c(-c3ccccc3)n2)nc1N	107	114	116	104	133	103	119	106
COc1cc(/C=C/C(=O)NCCn2c(C(F)(F)F)cc3ccccc32)cc(OC)c1OC	90&89	67&61	91&93	82&85	93&75	80&85	97&87	79&73
CN(CCCCCl)P(=O)(OCc1ccc([N+](=O)[O-])o1)C(F)(F)C[C@H](NC(=O)CNC(=O)c1ccc(N=[N+]=[N-])cc1)C(=O)NCCc1ccc(O)cc1 (stereo not given in full)	9.2*	87	nt	102	108	99	118	75
CCOC(=O)c1c(NC(=O)c2cccc(C(F)(F)F)c2)sc2c1CCC(=O)C2	8.1*	7.7*	8.5*	39	30	29	32	37
CCOC(=O)[C@H]1CCCN1C(=O)[C@@H]1CCCN1C(=O)[C@H](Cc1ccccc1)NC(=S)Nc1ccc(OC)cc1	61	52	nt	nt	79	74	100	59
N#Cc1c(-c2ccccc2)nc(SCC(O)CN2CCOCC2)[nH]c1=O (stereo not given)	111	101	98	126	97	109	95	113
O=C1CCCc2nc(Nc3ccc(Cl)cc3)ncc21	77	99	103	79	85	99	97	92
CCN(CC)c1ccc2cc(C(Nc3ccc(F)c(Cl)c3)c3nnnn3C(C)(C)C)c(=O)oc2c1 (stereo not given)	99	86	97	85	89	87	103	75

Taken from above.
For HOP-62, O=C1CCCc2nc(Nc3ccc(Cl)cc3)ncc21 has the entry 97
For MOLT-4, CCOC(=O)[C@H]1CCCN1C(=O)[C@@H]1CCCN1C(=O)[C@H](Cc1ccccc1)NC(=S)Nc1ccc(OC)cc1 has the entry 59
For CCRF-CEM, CCN(CC)c1ccc2cc(C(Nc3ccc(F)c(Cl)c3)c3nnnn3C(C)(C)C)c(=O)oc2c1 (stereo not given) has the entry 97
For A549/ATCC, N#Cc1cnc(-n2cc(C#N)c(-c3ccccc3)n2)nc1N has the entry 103
For RPMI-8226, CN(CCCCCl)P(=O)(OCc1ccc([N+](=O)[O-])o1)C(F)(F)C[C@H](NC(=O)CNC(=O)c1ccc(N=[N+]=[N-])cc1)C(=O)NCCc1ccc(O)cc1 (stereo not given in full) has the entry 87
For EKVX, COc1cc(/C=C/C(=O)NCCn2c(C(F)(F)F)cc3ccccc32)cc(OC)c1OC has the entry 82&85
For EKVX, N#Cc1c(-c2ccccc2)nc(SCC(O)CN2CCOCC2)[nH]c1=O (stereo not given) has the entry 126

Compounds as they come. About 12% of those tested had a hit in this group.
